Screening results: PubChem, several laboratories
hgDAF12 agonist: agonists of H. glycines DAF-12 nuclear receptor | hit rate 1.8% among 370,000 | activation, % at 6.8 µM | AID 687014 | HEK293 GAL4-hgDAF12 UAS-luciferase reporter, agonist luminescence; normalized to butyrate control;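 active means activation above a cutoff set at the mean of all screened compounds plus 3 SD, cut at about 10% in these data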;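 further: 0% = DMSO wells and 100% = sodium butyrate wells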
DAX1 inh-1: blocks DAX1 repression of SF-1 activated StAR promoter | HEK293T StAR-luciferase reporter, SF-1/DAX-1 repression relief | inhibition, % at 6.8 µM | hit rate 1.1% among 370,000 | AID 652010;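 active means inhibition above the mean over all tested compounds plus 3 SD, cut at about 3.6% in these data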;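 further: 0% = DAX-1 cells with DMSO and 100% = cells lacking DAX-1 with DMSO; higher inhibition means more luminescence from relief of DAX-1 repression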
ADAM17 inh: inhibitors of human ADAM17; P78536; recombinant ADAM17, EDANS/DABCYL FRET peptide cleavage; inhibition, % at 6.95 µM; hit rate 0.83% among 370,000; AID 720648;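 active means inhibition above the mean of compounds lying between control limits plus 3 SD, set per campaign, cut at about 8.5% in these data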;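 further: 0% = DMSO-only wells as the low control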
PLC-gamma1 inh: blocks human PLC-gamma1 enzyme activity | P19174 | purified PLC-gamma1, fluorogenic substrate, fluorescence | inhibition, % at 12.2 µM | hit rate 0.84% among 370,000; in the data active means inhibition above about 9.5%
MBD2 DNA inh: blocks human MBD2 binding to methylated DNA; Q9UBB5; TR-FRET, MBD2 binding to methylated oligonucleotide; inhibition, % at 4.4 µM; hit rate 0.31% among 370,000; in the data active means inhibition above about 13%
SMARCA2 act: SMARCA2 function activation, primary screen | activation, % at 9.1 µM | MG213 cells, MMTV-luciferase reporter, dexamethasone, overnight | AID 652017 | hit rate 1% among 370,000; in the data active means activation above about 7.8%;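 further: 0% = vehicle wells and 100% = reference activator wells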
ssDAF-12 act: S. stercoralis DAF-12 activation, primary screen | hit rate 1% among 370,000 | AID 652126 | HEK293 ssDAF-12/GRIP1 lit1-tk-luc reporter, luminescence; % of 3 µM dafachronic acid response | activation, % at 6.8 µM;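 active means activation above the mean over all tested compounds plus 3 SD, cut at about 0.9% in these data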;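 further: 0% = DMSO-only wells and 100% = 3 µM delta7-dafachronic acid wells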
Rev-erbA mod: Rev-erb alpha (human) modulation. Rev-erbα–FITC-DNA binding, fluorescence polarization, 90 min. activity, % at 10 µM. hit rate 0.79% among 370,000. AID 1259318;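 active means activity above about 14%, limit read from the data; passing the limit was not always enough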;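 further: 0% = DMSO wells with 35 nM protein and 100% = DMSO wells with 750 nM protein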
hcDAF-12 act: H. contortus DAF-12 activation, primary screen; activation, % at 6.8 µM; AID 652067; hit rate 1.4% among 370,000; HEK293 hcDAF-12 lit1-tk-luc reporter, luminescence; 0% DMSO, 100% Δ7-dafachronic acid;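 active means activation above the mean of all tested compounds plus 3 SD, cut at about 5.5% in these data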;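 further: 100% = response to 3 µM Δ7-dafachronic acid high control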
PLC-beta3 inh: blocks human PLC-beta3 enzyme activity; Purified PLC-beta3, fluorogenic substrate, fluorescence; inhibition, % at 12.2 µM; AID 720704; hit rate 0.18% among 370,000; in the data active means inhibition above about 11%;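 further: 0% = median of compound wells on plate and 100% = full blocker control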
Target sequence (Q01970 whole entry, looked up): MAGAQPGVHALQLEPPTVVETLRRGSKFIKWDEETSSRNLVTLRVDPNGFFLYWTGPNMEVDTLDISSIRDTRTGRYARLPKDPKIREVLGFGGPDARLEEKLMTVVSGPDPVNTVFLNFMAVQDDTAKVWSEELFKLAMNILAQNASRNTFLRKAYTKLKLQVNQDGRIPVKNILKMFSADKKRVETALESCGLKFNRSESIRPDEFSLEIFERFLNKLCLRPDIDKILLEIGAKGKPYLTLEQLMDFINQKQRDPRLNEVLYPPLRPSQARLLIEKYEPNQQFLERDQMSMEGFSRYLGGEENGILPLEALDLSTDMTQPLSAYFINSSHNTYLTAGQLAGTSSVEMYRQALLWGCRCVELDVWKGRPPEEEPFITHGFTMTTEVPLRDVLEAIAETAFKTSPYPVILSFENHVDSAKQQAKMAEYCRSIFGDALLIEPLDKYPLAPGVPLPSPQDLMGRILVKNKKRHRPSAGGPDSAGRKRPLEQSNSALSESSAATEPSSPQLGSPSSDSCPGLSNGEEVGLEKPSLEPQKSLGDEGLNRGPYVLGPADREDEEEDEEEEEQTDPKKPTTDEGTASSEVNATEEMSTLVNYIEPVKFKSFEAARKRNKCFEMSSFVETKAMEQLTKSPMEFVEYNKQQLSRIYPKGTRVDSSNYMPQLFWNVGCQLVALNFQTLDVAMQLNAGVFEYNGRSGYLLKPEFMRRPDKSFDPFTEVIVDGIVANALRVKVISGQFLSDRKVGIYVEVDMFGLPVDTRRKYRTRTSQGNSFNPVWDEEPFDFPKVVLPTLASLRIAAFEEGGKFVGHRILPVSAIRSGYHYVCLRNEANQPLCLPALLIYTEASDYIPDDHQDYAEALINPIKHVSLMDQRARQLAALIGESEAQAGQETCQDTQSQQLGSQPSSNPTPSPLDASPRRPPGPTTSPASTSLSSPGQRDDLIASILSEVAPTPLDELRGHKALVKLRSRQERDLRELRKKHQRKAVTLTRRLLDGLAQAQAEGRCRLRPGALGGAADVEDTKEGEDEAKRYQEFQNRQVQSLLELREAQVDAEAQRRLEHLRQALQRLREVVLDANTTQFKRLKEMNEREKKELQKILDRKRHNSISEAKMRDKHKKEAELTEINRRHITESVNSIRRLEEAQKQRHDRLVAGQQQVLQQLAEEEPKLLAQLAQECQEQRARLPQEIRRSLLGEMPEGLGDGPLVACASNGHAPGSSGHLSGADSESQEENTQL
DAX1 inh-2: inhibits human nuclear receptor DAX1. inhibition, % at 6.75 µM. HEK293 Gal4-DAX1 luciferase reporter, luminescence. AID 504766. P51843. hit rate 0.99% among 340,000;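 active means inhibition above the mean over all tested compounds plus 3 SD, cut at about 4.2% in these data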;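 further: 0% = DAX1-transfected cells with DMSO and 100% = empty-vector control cells with DMSO; inhibition shows as a rise in luminescence from relieved DAX1 repression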
Numbers without * were called inactive; · = not tested or not shown.

The line under a structure holds: SMARCA2 act, ADAM17 inh, hcDAF-12 act, hgDAF12 agonist, PLC-gamma1 inh, Rev-erbA mod, PLC-beta3 inh, DAX1 inh-2, MBD2 DNA inh, DAX1 inh-1, ssDAF-12 act
1. COc1ccc(NC(=O)C/C(C)=N/NC(=O)c2cccs2)c([N+](=O)[O-])c1
    7, 3, 5.0, 11*, 2, 2, -7, 3.5, -11, 2.0, -0.4
2. CCNC(=S)Nc1ccccc1-c1ccccc1
    -3, -3, 0.2, 0.2, 1, 1, -1, -0.2, 2, -0.3, -0.4
3. CCC(C)Nc1nc2c(c(=O)n(C)c(=O)n2C)n1C (stereo not drawn)
    -3, -1, -2.0, -2.8, 1, -4, -4, -1.1, -2, -0.7, -1.7
4. Cn1ccnc1C(O)(c1ccccc1)c1ccccc1
    -4, -7, -1.3, 2.1, 0, 5, -10, 1.2, -8, 0.3, -1.8
5. CC(C)c1csc(CN2CCCC(CCC(=O)NCc3ccccc3F)C2)n1 (stereo not drawn)
    -1, -3, 0.1, -1.7, -1, -1, -3, -1.2, 0, -0.3, -1.6
6. O=c1c(-c2ccco2)[n+]([O-])c2ccccc2n1OCc1ccccc1
    7, -4, -1.6, -1.2, -25, -3, -34, -0.6, -6, 0.6, -1.0
7. O=C(COC(=O)c1cc(-c2cccnc2)nc2ccccc12)Nc1ccc(F)cc1F
    -1, -12, 2.9, -2.5, -27, 6, -32, 0.2, 2, 1.0, -0.4
8. COc1ccc(-c2cc(C(=O)N3CCN(c4ncccn4)CC3)c3ccccc3n2)cc1
    1, -70, -0.7, 3.3, -274, -3, -326, 0.0, -4, -0.7, -0.7
9. CCCCCCCCNc1ncnc2[nH]ncc12
    -5, 2, -3.9, -7.0, 3, 1, 4, -2.8, 0, -3.3, -1.7
10. Cc1cccc(Oc2c(C=O)c3ccccc3n2C)c1
    1, -6, -0.8, -0.4, -6, 0, -4, -0.8, 2, 0.0, -0.7
11. CCCCNC(=O)C1CCCN(S(=O)(=O)c2ccc(-n3cnnn3)cc2)C1 (stereo not drawn)
    -1, -1, -1.0, 2.2, -2, 2, 0, 1.8, -2, 0.2, -0.6
12. CCOc1cc(-c2cc(-c3ccc(C)cc3)nc(N)c2C#N)ccc1O
    1, -16, -1.9, -0.9, -35, -1, -41, -1.3, 0, -1.8, -2.4
13. COc1cccc(NC(=O)CSc2nn3c(=O)c(C)nnc3s2)c1
    -1, -1, 1.1, 3.9, 0, 3, -3, 0.0, -2, 0.0, -1.7
14. CN(c1ccc(C(=O)O)cc1)S(=O)(=O)c1ccc(Cl)cc1
    -1, -3, 0.3, 0.7, 0, 2, 4, 0.1, 0, -0.9, -1.3
15. Cc1nn(Cc2ccccc2)c(=O)n1N(C)c1ncc(C(F)(F)F)cc1Cl
    5, -3, -1.3, -0.7, -1, -1, 1, -0.5, 2, -0.4, -1.2
16. CCCCOC(=O)Nc1cccc(C(=O)OCC)c1
    2, -3, 0.4, 8.8, 0, -6, -5, 1.0, -3, 0.7, -0.6
17. COc1ccc(OC)c(NC(=O)C2CCCCC2C(=O)O)c1 (stereo not drawn)
    -3, -3, 2.1, -0.3, -5, 6, -4, 1.2, -10, -0.7, -0.7
18. CC(NC(=O)c1cc2c(s1)CCCC2)C(C)(C)C (stereo not drawn)
    -3, 7, -0.9, -0.6, 2, 3, 6, 1.3, 0, -0.2, -1.0
19. O=C(Cc1ccccc1[N+](=O)[O-])OCC(=O)N1CCN(c2ccccc2)CC1
    -2, -3, 0.6, 2.5, 4, 4, -9, -0.8, -5, -0.4, -0.9
20. Cc1ccc(NS(=O)(=O)c2ccc(OCC(=O)NCc3ccco3)cc2)cc1
    0, 1, -2.1, -3.6, -2, 3, 2, -0.8, 1, -0.9, -0.5

Brought forward from above: two entries, then new ones.
The line under a structure holds: SMARCA2 act, ADAM17 inh, hcDAF-12 act, hgDAF12 agonist, PLC-gamma1 inh, Rev-erbA mod, PLC-beta3 inh, DAX1 inh-2, MBD2 DNA inh, DAX1 inh-1, ssDAF-12 act
19. O=C(Cc1ccccc1[N+](=O)[O-])OCC(=O)N1CCN(c2ccccc2)CC1
    -2, -3, 0.6, 2.5, 4, 4, -9, -0.8, -5, -0.4, -0.9
20. Cc1ccc(NS(=O)(=O)c2ccc(OCC(=O)NCc3ccco3)cc2)cc1
    0, 1, -2.1, -3.6, -2, 3, 2, -0.8, 1, -0.9, -0.5
21. CCOC(=O)C1CCCN(C(=O)c2cc3cc(Br)ccc3oc2=O)C1 (stereo not drawn)
    -6, -4, -0.7, -0.1, 7, -3, -10, 0.0, 10, 0.3, -1.0
22. CC1CN2C(c3ccc(Cl)cc3)=CSC2=N1 (stereo not drawn)
    -1, -1, 0.4, 0.0, -1, 5, -6, -0.2, 5, 0.1, -1.0
23. Cc1cc(C)nc(Nc2ncc(O)n2-c2ccccc2)n1
    -3, 1, -1.3, 1.6, 0, 1, 1, -0.1, 3, -0.4, -1.4
24. COc1ccc(CCN2CC(C(=O)NCc3cccc4[nH]ccc34)CCC2=O)cc1 (stereo not drawn)
    -1, -6, -0.8, 1.9, -9, 6, -22, -0.7, 0, -1.7, -0.9
25. Cc1cc(=O)oc2c1c(C)nn2-c1nn[nH]n1
    0, -2, -1.3, 1.7, 0, 0, 1, -0.4, -1, 0.0, -0.9
26. COCC(=O)NNC(=O)c1ccccc1OC
    -3, -1, 3.4, 0.8, 2, 2, 2, -0.8, 0, 0.0, -0.3
27. CN1C(=O)C(C)(C)c2cc(S(=O)(=O)NCC3CCC(C(=O)NCc4ccc(F)cc4)CC3)ccc21 (stereo not drawn)
    -3, 1, -2.7, -0.2, 4, -5, -4, -0.8, -3, -3.8, -1.2
28. CCOC(=O)c1c(C)[nH]c(C(=O)OCC(=O)NCc2ccco2)c1C
    -3, -4, -0.3, 0.1, 0, 2, -4, -1.3, 2, -1.2, -1.1
29. CCOC(=O)N1CCN(C(=O)COc2ccc([N+](=O)[O-])cc2)CC1
    1, -6, -1.2, 0.8, 0, -2, 2, 0.4, 0, 0.4, -1.6
30. Cc1ccc(NC(=O)c2cc(S(=O)(=O)N3CCOCC3)cn2C)c(C)c1
    -2, -4, -0.8, -4.3, -1, -2, 0, -0.2, 4, -0.1, -1.2
31. Cc1cccc(C)c1NC(=O)C1(C)CSCC(=O)N1CC(C)C (stereo not drawn)
    -4, -2, -2.5, 2.4, -45, -5, 7, ·, 4, 0.5, -1.1
32. CCn1cc(CN2CCC(C(=O)Nc3cccc(-c4cccc(F)c4)c3)CC2)cn1
    -1, 0, -0.3, 0.6, 0, 1, -5, 0.0, -3, -0.8, -0.5
33. CCCCN(C(=O)Nc1ccccc1)C1CCS(=O)(=O)C1 (stereo not drawn)
    -2, 0, 0.5, 6.3, 1, -3, -3, 0.4, -1, 1.6, -0.8
34. O=C(C1=NN[C@@H]2C(=O)N(c3cccc(C(F)(F)F)c3)C(=O)[C@H]12)C(c1ccccc1)c1ccccc1
    0, 2, 0.5, 1.1, -10, -4, -13, 0.1, 0, 0.3, -1.3
35. Cc1ccccc1Cn1cc(COC(=O)N2CCOCC2)nn1
    1, -8, -0.7, 2.0, 2, 5, 3, ·, 2, 1.5, -1.2
36. CCOC(=O)C(Cc1ccccc1)NC(=O)CCc1nnc2ccc(N3CCCCC3)nn12 (stereo not drawn)
    -4, -1, 0.4, -1.0, -1, -2, -14, 1.5, -1, 0.4, -0.6
37. CC(C)(C)c1ccc(C(=O)NC(=S)Nc2nc3c(s2)CCCC3)cc1
    -3, -2, -4.3, -14, 0, -1, 1, 0.9, -2, -2.3, -2.8
38. CCN(CC)C1CC(=O)N(c2ccc(Br)cc2)C1=O (stereo not drawn)
    -1, -1, -0.4, 1.9, 2, 4, -3, 3.2, 2, -0.2, -1.7
39. COc1cccc(C(C(=O)NC2CCCC2)N2CCN(c3cc(C)nc4ccccc34)CC2)c1OC (stereo not drawn)
    -3, 2, 0.5, -2.5, 4, 10, 6, ·, -6, -1.4, -0.5
40. CCOC(=O)N1CCC(N2Cc3cccc(C(=O)N4CCN(c5cccc(Cl)c5)CC4)c3C2=O)CC1
    1, 0, -1.0, -1.6, 0, -4, 4, -0.1, 3, -0.2, -1.1
41. Cc1cc(NC(=O)CSc2nnc(C3CC3)n2N)c([N+](=O)[O-])cc1C
    2, 0, 0.8, -3.8, 3, -1, 5, 0.9, -2, -0.6, -0.6
42. COc1cc(C(=O)Nc2ccc(S(=O)(=O)Nc3nccc(C)n3)cc2)c([N+](=O)[O-])cc1OC
    0, -1, -1.2, -1.1, 7, -2, -2, -1.9, 0, 0.3, -1.5
43. CC(=O)Nc1ccc(S(=O)(=O)N2CCC(C(=O)NCCc3c[nH]c4ccccc34)CC2)cc1
    -5, -3, 0.1, -1.6, 3, -3, -7, -0.6, 6, -0.3, -0.5
44. CC(C)(C)Nc1ncnc2sc(-c3ccccc3)cc12
    -5, -72, -4.3, -6.2, -21, 1, -35, -2.2, -1, -1.0, -1.9
45. O=C(Cn1cnc2c(oc3ccccc32)c1=O)c1ccccc1
    3, 2, 3.2, 5.8, 2, 9, 3, 1.8, -3, 1.3, -0.3
46. COc1ccc(-c2cc(C(F)(F)F)nc(SCCC(=O)N3CCN(C)CC3)n2)cc1
    -2, 0, -1.3, 3.2, 2, 7, -7, 0.6, -3, 0.3, -1.2

Limited to DAX1 inh-1, ssDAF-12 act and PLC-beta3 inh (4 entries from above):
entry | Compound | DAX1 inh-1 | ssDAF-12 act | PLC-beta3 inh
20 | Cc1ccc(NS(=O)(=O)c2ccc(OCC(=O)NCc3ccco3)cc2)cc1 | -0.9 | -0.5 | 2
7 | O=C(COC(=O)c1cc(-c2cccnc2)nc2ccccc12)Nc1ccc(F)cc1F | 1.0 | -0.4 | -32
43 | CC(=O)Nc1ccc(S(=O)(=O)N2CCC(C(=O)NCCc3c[nH]c4ccccc34)CC2)cc1 | -0.3 | -0.5 | -7
26 | COCC(=O)NNC(=O)c1ccccc1OC | 0.0 | -0.3 | 2

Compounds were not picked by outcome, and some 7.4% of all compounds hit somewhere here.
